OX1R antag-1 – blocks the human orexin 1 receptor; O43613; OX1R-expressing cells, FRET antagonist read-out; inhibition, % at 6.6 µM; hit rate 1.8% among 330,000; AID 485270; in the data active means inhibition mostly above about 38%, no sharp cut-off; inactive means mostly below about 40%;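 further: 0% = agonist challenge alone and 100% = reference antagonist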
Target sequence (O43613 whole entry, looked up): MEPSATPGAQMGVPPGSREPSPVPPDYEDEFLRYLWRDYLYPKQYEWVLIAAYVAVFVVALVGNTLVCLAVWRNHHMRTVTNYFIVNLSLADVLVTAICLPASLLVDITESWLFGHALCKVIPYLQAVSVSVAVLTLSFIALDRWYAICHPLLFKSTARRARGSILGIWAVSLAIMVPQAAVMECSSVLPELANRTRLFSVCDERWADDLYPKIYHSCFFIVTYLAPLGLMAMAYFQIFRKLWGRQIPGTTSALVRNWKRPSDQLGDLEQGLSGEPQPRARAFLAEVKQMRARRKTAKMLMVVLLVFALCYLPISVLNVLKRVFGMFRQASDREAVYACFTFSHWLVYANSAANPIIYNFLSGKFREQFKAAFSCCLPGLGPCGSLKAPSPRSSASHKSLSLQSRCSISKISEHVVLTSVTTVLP
OX1R antag-2 – blocks the human orexin 1 receptor | hit rate 0.43% among 330,000 | O43613 | CHO/OX1R cells, Fluo-8 calcium fluorescence, orexin A | AID 434989 | inhibition, % at 5 µM;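 active means inhibition above its plate's threshold, mean inhibition of all tested compounds on the plate plus 3 SD, cut at about 37% in these data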;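 further: 0% = orexin A challenge wells and 100% = SB-334867-A antagonist wells; not every result past the cut was called active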
* hit, by the source's call.

OX1R antag-1,OX1R antag-2,SMILES
11,-14,CC(C)(C)c1ccc(S(=O)(=O)NC(Cc2ccccc2)C(=O)O)cc1 (configuration not stated)
5,-13,COc1ccc(S(=O)(=O)N2CC(C)N(C(=O)N(C)C)C2C)cc1 (configuration not stated)
14,-11,CCCc1n(CC(O)COC2CCCCC2)c2ccccc2[n+]1C (configuration not stated)
-2,-20,COc1ccc(NC(=O)CSc2nnc(-c3ccco3)n2C)cc1
18,-14,CCCN(CCC)CCCNC(=O)c1cc2c(=O)n(C)c3ccccc3c2n1C
37,31,c1coc(CN(Cc2ccco2)c2ncnc3c2oc2ccccc23)c1
3,-14,O=C(CCC(=O)OCC(F)(F)C(F)F)NCc1ccccc1
17,0,COc1ccc(C(=O)NCc2cccnc2)cc1C(=O)NCc1cccnc1
1,-7,N#CCCn1cc(/C=C/C(=O)O)c(-c2ccc(F)cc2)n1
9,-7,COc1ccc(/C=N/N=C(\N)c2nonc2N)cc1OC
5,-4,Cc1c(C(=O)NNC(=O)c2ccncc2)oc2ccccc12
13,-27,O=C(/C=C/c1ccccc1)NC1CC2CCCC(C1)N2Cc1ccccc1 (configuration not stated)
0,16,CCOC(=O)N1CCN(c2nc(-c3ccc(Cl)cc3)cs2)CC1
9,-24,COc1ccc(C(C)=O)cc1CN1C(=O)NC2(CCCCC2C)C1=O (configuration not stated)
11,-11,O=C(c1cccc(Br)c1)c1conc1C(=O)c1ccco1
13,5,CCN(CC)CCCN1C(=O)C(O)=C(C(=O)c2cc3cccc(OC)c3o2)C1c1ccncc1 (configuration not stated)
19,-12,Cc1cccc(-n2c(-c3csc(C)c3)n[nH]c2=S)c1
10,-8,Cc1cccc(OCC(=O)Nc2ccc(S(=O)(=O)N3CCN(C)CC3)cc2)c1
66*,-15,COc1ccc(N=C2C(=O)N3CCCc4cccc2c43)cc1
27,-2,Cc1cc(C(=O)COC(=O)CN=C2NS(=O)(=O)c3ccccc32)c(C)n1CCc1ccc(Cl)cc1
7,-17,CCOC(=O)N1CCN(C(=O)c2cc3c(=O)n(C)c4ccccc4c3n2C)CC1
17,-10,COc1ccc(Nc2cc(Cl)nc(N)n2)cc1
22,-12,Cc1ccc(OCC(=O)N2CCCc3ccccc32)cc1
16,-19,CCCCn1c(N)c(N(CC(C)C)C(=O)C(C)SCc2nc3sc(C)c(C)c3c(=O)[nH]2)c(=O)[nH]c1=O (configuration not stated)
15,-9,COCCN1C(=O)C(O)=C(C(C)=O)C1c1ccc(OC)c(OC)c1 (configuration not stated)
31,-21,COc1cc(NC(=O)c2cc(C)on2)cc(C(=O)Nc2cccc(C(F)(F)F)c2)c1
11,-31,O=C(OCc1ccccc1)/C(=C/c1cccc([N+](=O)[O-])c1)NC(=O)c1ccco1
4,-28,CCc1c(C(=O)Nc2cc(C)ccc2OC)[nH]c(C)c1C(C)=O
9,-1,Cc1cccc(OCC(=O)Nc2ccc(S(=O)(=O)Nc3ccccn3)cc2)c1
20,-30,CCC(O)(c1ccc(OC)cc1)C(CN1CCOCC1)c1ccccc1 (configuration not stated)
4,19,COC(CNC(=O)C(=O)Nc1cc2c3c(c1)CCN3C(=O)CC2)OC
2,-30,O=C(NCC1CCCO1)c1ccccc1-c1nc(-c2ccc(F)cc2)no1 (configuration not stated)
28,10,Nc1nonc1-n1nnc(C(=O)N/N=C/c2cccnc2)c1CSc1ccccc1
27,2,O=C(NCc1ccccc1)c1ccc(NC(=O)C2CCCO2)cc1 (configuration not stated)
16,-19,CCOc1ccc(CC(=O)C2C(=O)CC(C)(C)CC2=O)cc1OCC
26,-22,COc1ccccc1NC(=O)CN(Cc1ccco1)C(=O)c1cccs1
11,-31,Cc1cc(NS(=O)(=O)c2c(C(=O)N3CCOCC3)c(C)n(C)c2C)ccc1Br
35,-10,CCCCC(=O)NS(=O)(=O)c1ccc(N=NN2CCCCC2)cc1
0,0,Cc1ccc(C(=O)Nc2c(N)nc(SCC(=O)NCC3CCCO3)[nH]c2=O)cc1 (configuration not stated)
14,-24,Cc1cc(C)n(-c2cc(N3CCN(S(=O)(=O)c4ccc(Cl)cc4)CC3)ccc2[N+](=O)[O-])n1
8,-14,N#Cc1c(N)n(-c2cccc(O)c2)c2nc3ccccc3nc12
7,-27,COc1ccc(Nc2nc(C)nc3c2nnn3Cc2ccccc2)cc1OC
17,-6,COc1ccc(C2C3=C(CCCC3=O)Nc3ccc4ncccc4c32)cc1OC (configuration not stated)
38,-11,COc1ccc(OC)c(/C=N/NC(=O)CCc2ccc(O)c(O)c2)c1
6,-20,COc1cc(CNc2cc(C)ccc2C)cc(OC)c1OC
28,3,C/C(=N\NC(=O)COc1cccc2ccccc12)c1cccs1
21,-14,O=C(NCCN1C(=O)S/C(=C/c2ccccc2)C1=O)C1CC(=O)N(Cc2ccccc2)C1 (configuration not stated)
15,-30,O=C(Nc1ccc(F)cc1)N(CCCN1CCOCC1)Cc1cc2cc3c(cc2[nH]c1=O)OCO3

Single values from the entries so far.
Entry of COc1ccc(C2C3=C(CCCC3=O)Nc3ccc4ncccc4c32)cc1OC (configuration not stated) in OX1R antag-1: 17
Entry of COc1cc(CNc2cc(C)ccc2C)cc(OC)c1OC in OX1R antag-2: -20

More entries follow:
OX1R antag-1,OX1R antag-2,SMILES
9,6,COc1cccc(CN2CCN(C(=O)CC(C)C)CC2)c1
7,-14,CCOc1ccc2nc(SCC(=O)N(C)C3CCS(=O)(=O)C3)[nH]c2c1 (configuration not stated)
18,-10,Cc1nc([N+](=O)[O-])c(Br)n1Cc1ccccc1
32,-45,Cc1cc(NC(=O)CCc2ccccc2)c([N+](=O)[O-])cc1C
28,-13,CCOC(=O)c1cc(NC(=O)CSCCO)ccc1Cl
29,-20,COc1cccc(-c2nc(NCc3ccco3)c3ccccc3n2)c1O
8,-41,Cc1cc(C)c(OCC(=O)NCC2CCCO2)c(C)c1 (configuration not stated)
25,-13,C=CCn1c(SCC(=O)N2CC(=O)Nc3ccccc32)nc2scc(-c3cccs3)c2c1=O
24,-49,COc1ccc(NC(=S)N2CCC(N(C)CC3CCCO3)CC2)cc1Cl (configuration not stated)
10,-14,COc1cc(C(=O)NCCC(=O)NC2CCCCCCC2)cc(OC)c1OC
4,5,COc1ccc(O)c(C(=O)c2cnn(C(=O)c3cccc(S(=O)(=O)N(C)C)c3)c2)c1
42*,10,Cc1nnc(N2C(=O)c3cccc4c([N+](=O)[O-])ccc(c34)C2=O)s1
15,-14,CCN(CC)C(=O)CSc1nc2c(c(-c3cccnc3)c1C#N)CCCC2
13,-7,COc1ccc(OC)c(NC(=O)c2nnn(Cc3ccccc3C)c2N)c1
6,-6,Cc1ccc(C(=O)NNC(=O)c2ccncc2)cc1S(=O)(=O)N1CCOCC1
7,-21,CCc1c(C)sc(NC(=O)c2cc(-c3ccc(OC)c(OC)c3)on2)c1C#N
20,-1,CC(C)Cc1cc(C(=O)N2CCC(N3CCC(C(=O)N4CCOCC4)CC3)CC2)n[nH]1
11,-9,O=C(O)Cn1nc(-c2ccccc2)c2ccccc2c1=O
6,-21,CC1CC(C)CN(S(=O)(=O)N2CCC(C(=O)NCCc3ccccc3)CC2)C1 (configuration not stated)
10,-26,Cc1ccccc1NC(=O)NC1(C(=O)N2CCCC2)CCCCC1
25,0,CCOc1nonc1C(=N)/C(C(C)=O)=C(\C)O
2,-33,CCOC(=O)CSc1nnc(NC(=O)c2cccc(S(=O)(=O)N3CCCCC3)c2)s1
4,-29,CCOc1ccc(N2C(=O)CC(N(C)Cc3ccccc3)C2=O)cc1 (configuration not stated)
8,-27,COC(=O)c1c(-c2ccccc2OC)sc2cc3c(cc12)OCO3
13,-20,CC1=CCC(C(C)(C)NC(=O)c2ccccc2)C/C1=N\O (configuration not stated)
2,5,CC1(C)Cc2nc3[nH]c(=S)n(-c4ccccc4)c(=O)c3cc2CO1
12,-8,COc1ccc(NS(=O)(=O)c2ccc(NC(=S)NC(=O)c3cccnc3)cc2)nn1
9,-9,COc1ccc(NC(=O)N(C2CCCCC2)C(C)c2cccnc2)c(OC)c1 (configuration not stated)
12,-12,CCc1nnc(NC(=O)Nc2ccc(OC)cc2)s1
16,-18,CCOc1cc(S(=O)(=O)N2CCN=C2Cc2ccccc2)ccc1F
9,-8,CCCc1cc(=O)[nH]c(SCC(=O)Nc2ccc([N+](=O)[O-])cc2C#N)n1
8,-12,Nc1ccccc1C(=O)NCCN1CCNC1=O
13,-30,Cc1ccccc1-c1n[nH]c(=S)n1/N=C/C=C/c1ccco1
11,-11,CCOc1ccc(C(=O)C(C)OC(=O)Cn2c(C)csc2=O)cc1 (configuration not stated)
9,-18,Cc1nc2ccccc2n1CC(=O)OCC(=O)NCCc1ccccc1
33,-46,CCOC(=O)/C(=N\Nc1ccccc1Cl)N1CCN(c2ccccc2OC)CC1

Overlap with the part before: 4 compounds, then new ones.
OX1R antag-1,OX1R antag-2,SMILES
13,-30,Cc1ccccc1-c1n[nH]c(=S)n1/N=C/C=C/c1ccco1
11,-11,CCOc1ccc(C(=O)C(C)OC(=O)Cn2c(C)csc2=O)cc1 (configuration not stated)
9,-18,Cc1nc2ccccc2n1CC(=O)OCC(=O)NCCc1ccccc1
33,-46,CCOC(=O)/C(=N\Nc1ccccc1Cl)N1CCN(c2ccccc2OC)CC1
11,-4,CN(C)S(=O)(=O)c1cccc(NC(=O)COC(=O)COc2ccc(Br)cc2)c1
6,-16,CCc1cccc(NC(=O)CCCCCC2NC(=O)NC2C)c1 (configuration not stated)
6,-13,COC(=O)Cc1ccc(NC(=S)NCc2ccc(F)cc2)cc1
6,-22,COc1ccccc1NC(=O)N(Cc1cc2cc(OC)c(OC)cc2[nH]c1=O)CC1CCCO1 (configuration not stated)
9,1,CC(C)(C)NC(=O)CSc1nc(N)c(NC(=O)c2ccccc2F)c(=O)[nH]1
7,-7,O=S1(=O)CCC(NC(=S)N2CCOCC2)C1 (configuration not stated)
7,-5,O=C(NCc1cccnc1)c1nc(-c2cccs2)no1
19,-5,Cc1nc(-c2cccc(NS(C)(=O)=O)c2)cs1
18,-6,CCOC(=O)CCCNC(=O)CCCNC(=O)C(c1ccccc1)c1ccccc1
10,-12,Cc1ccc(S(=O)(=O)Nc2ccccc2F)cc1C(=O)NCCCN1CCCC1=O
27,-3,CCCCNC(=O)Cn1cnc2sc(C(=O)OCC)c(C)c2c1=O
-4,-15,Cc1ccc2[nH]c(C(=O)N3CCOCC3)cc2c1

An excerpt from above in order of length of the SMILES, smallest number first.
OX1R antag-1,OX1R antag-2,SMILES
13,-30,Cc1ccccc1-c1n[nH]c(=S)n1/N=C/C=C/c1ccco1
15,-14,CCN(CC)C(=O)CSc1nc2c(c(-c3cccnc3)c1C#N)CCCC2
6,-21,CC1CC(C)CN(S(=O)(=O)N2CCC(C(=O)NCCc3ccccc3)CC2)C1 (configuration not stated)
9,1,CC(C)(C)NC(=O)CSc1nc(N)c(NC(=O)c2ccccc2F)c(=O)[nH]1
9,-8,CCCc1cc(=O)[nH]c(SCC(=O)Nc2ccc([N+](=O)[O-])cc2C#N)n1
4,5,COc1ccc(O)c(C(=O)c2cnn(C(=O)c3cccc(S(=O)(=O)N(C)C)c3)c2)c1

(more compounds)
OX1R antag-1,OX1R antag-2,SMILES
3,-7,O=C(c1ccc([N+](=O)[O-])cc1)N1CCN(c2cccc3[nH]ccc23)CC1
18,-16,CCC(C)n1c(OC)nc2c1c(=O)n(C)c(=O)n2C (configuration not stated)
14,-19,COc1cc2ccccc2cc1C(=O)N1CCN(c2ccccn2)CC1
4,1,COc1cccc(-n2c(SCC(=O)Nc3ccc4c(c3)CCC4)nc3ccccc3c2=O)c1
13,-2,O=S(=O)(c1ccc(Br)s1)N1CCN(c2ccnc3cc(Cl)ccc23)CC1
40,-36,COc1ccc(-c2cc(C(=O)N3CC(C)CC(C)C3)c3ccccc3n2)cc1OC (configuration not stated)
15,-7,CC1(C)Oc2ccc(C(=O)N/N=C/c3ccc(O)cc3)cc2NC1=O
44,-9,O=C(C1CC1)N1N=C(c2cccc(Br)c2)CC1(O)C(F)(F)F (configuration not stated)
-4,-3,O=C(c1ccccn1)N1CCCC(N2CCN(c3ccc(F)cc3)CC2)C1 (configuration not stated)
11,-5,O=C1CSC2(CCCCC2)N1CCO
26,-11,Cc1ccc(SCC(=O)NN=C2CCN(C)CC2)cc1
8,-26,CCCCn1c(SCC(=O)NCc2ccco2)nc2c(sc3ccccc32)c1=O
4,-10,O=c1cc(Nc2cccc(Br)c2)[nH]c(=O)[nH]1
38,-24,COc1cc(NC(=O)Cn2c(C)cc3ccccc3c2=O)cc(OC)c1OC
7,-8,CCSc1nc(=S)n(CC)c(C)c1C(C)=O
2,-12,O=C(NCCc1ccccc1)C1CCCN(C(=O)Nc2ccc(F)cc2)C1 (configuration not stated)
19,-29,COc1cccc(CNS(=O)(=O)c2ccc3c(c2)CC(C)N3C(C)=O)c1 (configuration not stated)
4,-6,CCn1cc(C(=O)N[C@@H](CCSC)C(=O)NCCCN2CCOCC2)c(=O)c2cc3c(cc21)OCO3
2,-21,COc1ccc(C2=NCC(CSc3nccc(=O)[nH]3)S2)cc1 (configuration not stated)
8,-7,Cc1ccc(S(=O)(=O)NC(=NC(C)C)c2ccccc2)cc1
15,-30,COc1ccccc1-c1nc(C#N)c(N2CC(C)CC(C)C2)o1 (configuration not stated)
14,-8,O=C(Nc1cccc(S(=O)(=O)N2CCCC2)c1)c1ccc2ccccc2n1
12,-7,CCOc1ccc(C2/C(=C(\O)c3ccc4c(c3)OCCO4)C(=O)C(=O)N2Cc2cccnc2)cc1OCC (configuration not stated)
22,1,Oc1csc(Cc2nc(-c3ccc(Br)cc3)cs2)n1
8,-34,COc1ccc(NC(=O)c2csc3c2CCCC3)cc1
6,2,CC1=NN(C(C#N)c2ccccc2)C(C)(C)C1 (configuration not stated)
4,12,C#CCOCCOCCOCCNc1nc(N2CCN(C(=O)[C@H](CCCCN)n3cc(CN)nn3)CC2)nc(N2CCN(C(=O)[C@H](CO)n3cc([C@@H](N)C(C)C)nn3)CC2)n1

Bioassay records (PubChem)
